From PubChem
Tau fil binding = tau filament binding | P10636 | recombinant tau filaments, thioflavin S fluorescence, 15 h; filaments grown with octadecylsulfate alongside compound | Potency, µM (doses to about 57.1 µM), without a hit: top-dose activity change, negative = inhibition | 71,000 tested, 2% active;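 note: potency is the fitted concentration of half-maximal effect; % is set by controls: 0 for no effect and ±100 for the full control effect; actives lower thioflavin S fluorescence by blocking filaments or displacing dye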
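His-tagged recombinant human tau (exons 2, 3, 10; 1 uM final) fibrillized with 30 uM sodium octadecylsulfate, 15 h at 37 C, in pH 7.4 HEPES buffer with 10 uM thioflavine S and 5 mM DTT. Reduced ThS fluorescence (450/510 nm) marks activity.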
CRE-bla Fsk = modulators of forskolin-stimulated CRE signaling in CHO cells; AID 662; 71,000 tested, 2.5% active; Potency, µM (doses to about 38.2 µM), without a hit: top-dose activity change, negative = inhibition, actives largely listed as activators; CHO CRE-bla reporter (cAMP response element driving beta-lactamase), forskolin EC10, beta-lactamase ratio; active = well fitted activation curve with a large enough effect in the signal ratio, with a control signal flat, not every such curve was filed as active; inconclusive = small, poorly fitted or top-dose-only effect, or effect the other way, or a change in a side signal; the % refers to the signal ratio; note: potency is the fitted concentration of half-maximal effect; % of control where 0% means no effect
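qHTS titration format; CRE-bla CHO reporter; stimulus EC10 NKH 477, a water-soluble forskolin. Read: CCF4 460/530 nm ratio. Potency expressed as AC50 for activators or inhibitors.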
Luciferase inh = firefly luciferase inhibition; P08659; purified firefly luciferase, luminescence, 8 min; Potency, µM (top dose mostly 57.1 µM), for inactives: top-dose activity change, negative = inhibition, most hits filed as inhibitors; 72,000 tested, 2.2% active; AID 411; note: potency is the fitted concentration of half-maximal effect; % is set by controls: 0 for no effect and ±100 for the full control effect; nearly all actives have a fitted effect of over 40% in size
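Firefly luciferase (PKLight detection mix) with 10 uM ATP in pH 7.2 imidazole buffer (KCl, MgCl2, Tween 20, BSA). Compounds tested across a concentration series (qHTS). Luminescence read after 8 min at ambient temperature.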
USP2a inh = blocks human ubiquitin-specific protease USP2a. 60,000 tested, 0.1% active. AID 927. USP2a enzymatic assay, qHTS inhibition. O75604. Potency, µM (highest dose often 38.3 µM), inactives show at the top dose activity change, negative = inhibition, usual class: inhibitors;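 note: potency is the fitted concentration of half-maximal effect; nearly all actives have a fitted effect of over 60% in size; plate controls were DMSO for no effect and NEM full inhibition control for full effect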
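20 nM USP2 core + cpd, 30 min RT; add 20 nM Ub-PLA2/20 uM NBD C6-HPC; read Ex460/Em535 at 0 h and 2.5 h. Normalized to NEM; qHTS curve fit/classification.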
Casp1 inh = caspase-1 (human) inhibition, allosteric or competitive. Potency, µM (series often up to 57.5 µM), inactives show at the highest dose activity change, negative = inhibition, usual class: inhibitors. P29466. Caspase-1 enzyme, Ac-WEHD-AFC fluorogenic rate. 75,000 tested, 0.03% active;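 note: potency is the fitted concentration of half-maximal effect; plate controls were vehicle for no effect and no substrate for full effect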
Caspase-7 inhib = blocks human caspase-7 allosterically or competitively | P55210 | recombinant caspase-7, Ac-DEVD-AFC fluorescence rate | Potency, µM (titrated, usually from 57.5 µM), for inactives: at the top dose activity change, negative = inhibition, hits mostly inhibitors | 75,000 tested, 0.02% active | AID 889; active = well fitted inhibition curve with a large enough effect in the main read-out, with a control signal flat, not every such curve was filed as active; inconclusive = small, poorly fitted or top-dose-only effect, or a change in a side signal; note: potency is the fitted concentration of half-maximal effect; % of control where 0% means no effect
ERK AVP inh = blocks ERK signaling stimulated by vasopressin; 72,000 tested, 0.99% active; HEK293-V1b, vasopressin-stimulated pERK AlphaScreen; Potency, µM (titrated, usually from 57.5 µM), for the others: top-dose activity, negative = inhibition, actives largely listed as inhibitors; note: potency is the fitted concentration of half-maximal effect; % is set by controls: 0 for no effect and ±100 for the full control effect; nearly all actives have a fitted effect of over 55% in size
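HEK293 cells stably expressing V1b receptor, preincubated 30 min at 37 °C with compound, then stimulated 5 min with 25 nM vasopressin. Phospho-ERK by AlphaScreen SureFire after 5 h RT; normalized to DMSO and vasopressin; AC50 by Hill fit.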
BRCT PPI green = blocks human BRCA1 BRCT binding to phosphopeptide, green readout; P38398; BRCA1 BRCT-phosphopeptide binding, green fluorescence polarization; Potency, µM (titrated, usually from 76.9 µM), for the others: at the highest dose activity change, negative = inhibition, most hits filed as inhibitors; 75,000 tested, 0.05% active;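 note: potency is the fitted concentration of half-maximal effect; plate controls were peptide without protein for full effect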
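Fluorescence polarization: His-tagged BRCT (~35 kDa BRCA1 C-terminus, 250 nM) bound to 100 nM fluorescein-labeled phosphorylated 10-aa BACH1 peptide, pH 7.3 phosphate buffer with DTT and Tween 20. Compounds incubated 12 min at room temperature; inhibition read as lowered polarization.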
A350 autofl = A350 region autofluorescence | 59,000 tested, 11% active | max dye-equivalent concentration, M | AID 590 | Compound autofluorescence, 340/450 nm, Alexa 350 dye-equivalents; stronger effect = higher value; in the data active = max dye-equivalent concentration above about 10 nM; inconclusive = mostly about 1.1 nM to 9.6 nM
BRCT inh red = disrupts BRCA1 BRCT binding to phosphoprotein, red fluorophore readout; P38398; BRCT-phosphopeptide binding, red fluorescence polarization; Potency, µM (doses to about 76.9 µM), for inactives: at the top dose activity change, negative = inhibition, most hits filed as inhibitors; 75,000 tested, 0.03% active; AID 892; note: % is set by controls: 0 for no effect and ±100 for the full control effect
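Rhodamine-labelled pBACH1 10-mer (100 nM) bound to BRCT domain (100 nM) at pH 7.3; compounds incubated 12 min room temperature, polarization read. Free peptide defines full inhibition; unlabelled decapeptide titrated as control.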
HEK293 cAMP ctrl = counter-screen for TSHR agonists: cAMP increase in parental HEK293. Potency, µM (series often up to 57.1 µM), without a hit: at the highest dose activation, hits mostly activators. 73,000 tested, 2.5% active. parental HEK293 CNG cAMP sensor, membrane potential fluorescence; note: potency is the fitted concentration of half-maximal effect; % of control where 0% means no effect; nearly all actives have a fitted effect of over 55% in size
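Counterscreen for endogenous-receptor signalling: CNG-channel HEK 293 cells report cAMP rise by membrane depolarization. After 60 min dye equilibration with 100 uM RO 20-1724, compounds incubated 30 min before bottom-read fluorescence at 590 nm.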
An asterisk follows results filed as active; i = inactive; ? = inconclusive; . = not tested or not shown; [ ] = remark or other dose. Unless noted, calls come from the whole dose curve; as a rule, active = well fitted curve in the direction sought with a large enough effect; inconclusive = small, poorly fitted or top-dose-only effect, or another doubt; inactive = no such curve, though single readings can be large; an effect the other way counts as inactive or inconclusive.

SMILES | Tau fil binding | CRE-bla Fsk | Luciferase inh | USP2a inh | Casp1 inh | Caspase-7 inhib | ERK AVP inh | BRCT PPI green | A350 autofl | BRCT inh red | HEK293 cAMP ctrl
O=C(CSc1nnc(-c2ccc(F)cc2)o1)c1ccc2c(c1)OCCO2 | -3.6% | 3.4% | -1.3% | 12.4% | 2.9% | -1.8% | 25.0% | -1.7% | i | 0.1% | 23.9%
N#Cc1nc(Cc2ccccc2)oc1NCCN1CCOCC1 | 15.2% | 19.3% | 0.8% | 1.9% | -4.0% | 0.7% | 6.7% | 0.6% | i | -0.1% | 18.6%
CCCN(CCC)CCNC(=O)C(NS(=O)(=O)c1ccc2c(c1)CCC(=O)N2)c1ccccc1 (stereo unspecified) | -13.0% | ? | 2.7% | 2.7% | -0.7% | -0.4% | -3.9% | 2.4% | ? | 0.0% | -2.3%
CCOc1cc(NC(=O)C2CCCO2)c(OCC)cc1NC(=O)C1CC1 (stereo unspecified) | -2.4% | 26.9% | 2.2% | 19.1% | 2.1% | -0.5% | 17.8% | -0.5% | i | -0.4% | 6.7%
O=C(O)CCCC(=O)Nc1ccccc1Br | 16.9% | -1.6% | -8.0% | 0.1% | -1.5% | 0.0% | -16.4% | -1.5% | . | -0.2% | 0.3%
COCCN1CN=C(Nc2nc(C)c3ccc(C)cc3n2)NC1 | 42.3% | 13.9% | -0.9% | -2.5% | -3.7% | 0.6% | 4.0% | 0.4% | ? | 0.0% | -0.5%
COCC(=O)N(C)C1(c2nnnn2CCOC(=O)Nc2ccc(Cl)cc2)CCCC1 | 8.9% | -1.0% | 0.7% | 7.2% | 0.8% | -0.9% | -15.8% | -0.4% | i | -2.4% | 5.0%
CCOC(=O)Nc1cccc(Cl)c1C | -11.9% | -7.2% | 3.0% | -0.9% | 0.8% | -0.4% | -20.8% | -3.5% | i | -1.2% | 5.6%
CCn1c(SCC(=O)Nc2cc(OC)ccc2OC)nnc1C1CCCCC1 | 4.0% | ? | 0.3% | 6.2% | 3.1% | 3.2% | -5.4% | -3.3% | i | -1.5% | ?
CCc1nc(SCC(=O)Nc2cc(C)on2)n[nH]1 | 0.2% | -2.0% | 1.0% | -10.5% | 1.1% | -0.1% | -4.4% | -1.9% | i | -1.7% | 3.9%
Cc1cc(=O)n2nc(N3CCCC(C(=O)N4CCN(c5ccccc5)CC4)C3)sc2n1 (stereo unspecified) | 10.6% | ? | 0.9% | 8.7% | 0.3% | -0.1% | -13.0% | -1.2% | i | 1.4% | 2.2%
COCCCNc1nc2ccccc2nc1NS(=O)(=O)c1cccs1 | 5.4% | ? | 2.4% | 4.6% | -8.4% | -3.9% | ? | -1.6% | 5.56e-08M* | -0.5% | -2.4%
Cn1c(=O)cc(SCC(=O)NCCCN2CCN(c3ccc(F)cc3)CC2)c2ccccc21 | 70.4% | -7.4% | 3.6% | 35.7%[activator] | 1.2% | 0.9% | -8.5% | 0.6% | i | -0.2% | 20.8%
CC(=O)NC(CCS(C)(=O)=O)C(=O)Nc1cc(Cl)ccc1Cl (stereo unspecified) | -11.8% | -0.6% | -0.5% | . | -2.4% | -0.3% | . | -3.2% | . | 0.4% | 6.6%
O=C(c1cnccn1)N1CCC[C@@]2(CCN(c3ncccn3)C2)C1 | 7.3% | 3.3% | 1.6%[11.4 µM] | 0.5% | -4.2% | -2.0% | 9.7% | -2.2% | i | 0.3% | -4.5%
O=c1cc(-c2ccccc2)[nH]c2[nH]n(-c3ccccc3)c(=O)c12 | -14.8% | ? | -4.5% | 10.9% | 0.0% | -7.6% | -21.6% | -1.7% | i | -2.0% | -1.4%
CN(C)c1nc2c(c(=O)n(C)c(=O)n2C)n1Cc1ccccc1 | 6.2% | ? | 3.4% | -7.0% | 2.8% | 0.8% | -7.1% | -0.7% | i | -0.5% | -1.1%
CCCCOC(=O)Nc1ccc(S(=O)(=O)Nc2cc(C)nc(C)n2)cc1 | -4.5% | 7.5% | 1.5% | . | -1.8% | -1.8% | -14.1% | -0.4% | . | -0.1% | 25.7%
COC(=O)N1CCC2(CC1)CN(c1ccc(-c3ccccc3)cc1)C2 | 7.5% | 6.4% | -0.9%[11.4 µM] | 43.1%[activator] | -3.0% | -0.7% | -4.7% | -2.6% | i | -1.7% | 10.4%
CCC(=O)Nc1nnc(SCC(=O)Nc2ccc(F)cc2)s1 | 3.3% | -13.4% | -0.7% | -11.0% | 3.8% | -3.4% | 7.4% | 2.2% | i | 0.6% | -16.2%
O=C(COc1nsnc1N1CCOCC1)N1CCOCC1 | -15.0% | -5.2% | 0.4% | 5.7% | 0.2% | 0.5% | -5.3% | 0.7% | i | -2.5% | -5.2%
N#CCc1nc2n(n1)Cc1ccccc1-2 | 6.2% | 4.9% | 0.1% | -7.6% | -1.2% | 0.0% | -13.5% | -0.3% | i | -0.2% | 4.8%
O=C(Nc1nccs1)c1ccc(COc2ccc(F)cc2)o1 | 35.7% | -8.2% | -7.3% | -1.4% | -0.4% | 1.0% | -24.5% | 0.6% | i | 0.1% | 22.5%
CCn1cc(C2=NOC(C(=O)Nc3ccccc3C(=O)OC)C2)c(C)n1 (stereo unspecified) | . | . | . | . | -4.9% | -1.5% | . | -6.3% | . | -0.2% | 0.9%
O=C(COC(=O)c1cc(S(=O)(=O)N2CCOCC2)ccc1Cl)Nc1ccc2c(c1)OCO2 | -12.5% | 3.2% | -0.2% | 25.7% | 0.3% | -2.9% | -19.2% | 0.3% | i | -0.4% | -0.6%

SMILES | Tau fil binding | CRE-bla Fsk | Luciferase inh | USP2a inh | Casp1 inh | Caspase-7 inhib | ERK AVP inh | BRCT PPI green | A350 autofl | BRCT inh red | HEK293 cAMP ctrl
COc1ccc(OC)c2c1CC(C)(C)NC2=O | -5.2% | 9.5% | 0.5% | . | -1.8% | 0.6% | . | 3.0% | . | 0.1% | 6.0%
COc1ccc(N(CC(=O)NCc2cccc(OC)c2)S(=O)(=O)c2c(C)noc2C)cc1 | -0.5% | -20.0% | -1.2% | 18.3% | -4.8% | 0.3% | 15.0% | 1.0% | i | -0.9% | 23.2%
CCC(=O)Nc1ccc(N2CCN(Cc3ccccc3)CC2)cc1 | -8.3% | 1.2% | 1.1% | 0.6% | 1.1% | 4.7% | -7.2% | -2.2% | i | -0.6% | -11.2%
NC1(C(=O)O)CCCCC1 | -7.1% | 3.6% | 1.9% | -3.9% | 2.1% | 1.8% | -11.5% | 2.8% | i | 1.1% | 2.4%
COC(=O)C(C)Sc1nc2c(c(=O)n1-c1ccccc1)SCC2 (stereo unspecified) | -4.6% | 6.1% | 0.3% | 1.1% | 1.5% | 0.5% | 8.7% | 1.4% | i | 0.5% | 14.8%
CC1(C)O[C@H]2[C@@H](O1)[C@@H](On1nnc3ccc(Cl)cc31)O[C@@H]2[C@@H]1COC(C)(C)O1 | 5.8%[11.4 µM] | 8.6%[7.6 µM] | 3.8%[11.4 µM] | . | 0.3%[11.5 µM] | -3.8%[11.5 µM] | 10.2%[11.5 µM] | -1.0%[15.4 µM] | i | 0.9%[15.4 µM] | 8.4%[11.4 µM]
CCCCNc1ncnc2c1cnn2-c1ccc(Cl)cc1 | 20.6% | ? | 10µM* | . | -2.6% | -2.1% | . | -0.2% | . | -3.9% | 13.5%
COc1ccc(-c2nn(-c3ccccc3)cc2C(=O)Nc2nc(CC(C)=O)ns2)cc1 | 128.9% | ? | 1.9% | 32.7%[activator] | -2.2% | -0.1% | ? | -1.9% | i | 0.9% | 1.9%
COc1cc2nc(N3CCN(C(=O)OCc4ccccc4)[C@H](C(=O)NC(C)(C)C)C3)nc(N)c2cc1OC | 34.3% | 5.4% | -0.2% | 22.7% | -0.7% | 1.0% | 4.1% | -2.1% | 2.71e-07M* | 0.5% | ?
Cc1oc(-c2ccccc2)cc1C(N)=O | 1.1% | -9.1% | -0.8% | 2.7% | -0.7% | 1.3% | -17.0% | -0.2% | i | 1.0% | 2.6%
Cc1n[nH]c(C)c1S(=O)(=O)NCCc1ccc(Cl)cc1 | -4.2% | ? | 1.4% | 3.7% | -1.5% | -0.7% | 12.6% | -1.3% | i | -2.1% | 4.8%[2.29 µM]
CNc1ccnc(-c2cccc(NS(C)(=O)=O)c2)n1 | 2.4% | ? | 0.9%[2.29 µM] | 2.8% | 1.1% | -0.3% | 9.9% | -1.7% | i | -0.1% | 18.9%
Cc1ccc(NC(=O)CSc2nc3c(c(=O)[nH]2)CCC3)cc1C | -7.0% | ? | 0.8% | 33.4%[activator] | -0.2% | -0.4% | 11.8% | -0.4% | i | -1.1% | 14.0%
CCCn1c(SCC(=O)Nc2cccc(C)n2)nnc1-c1ccco1 | 4.0% | 5.5% | -0.7% | 5.8% | 1.2% | -0.4% | -18.1% | -0.2% | i | -0.7% | 12.3%
COc1ccc2nc(NC3=NCCC3)sc2c1 | 21.9% | 4.5% | ? | -3.5% | -0.9% | -2.4% | -1.9% | 0.0% | i | -0.7% | 16.5%
